AddAB inh: less growth of phage-infected E. coli with AddAB; 330,000 compounds, 0.29% hits; E. coli expressing H. pylori AddAB, absorbance growth; inhibition, % at 11.9 µM; in the data active = inhibition above about 12%;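 also: 0% = vehicle wells of infected cells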
HTR5A inv ag: HTR5A inverse agonism, opioid heterodimer counter-screen; P47898; HTR5A cell line, luminescence; inhibition, % at 9.3 µM; 340,000 compounds, 0.083% hits; in the data active = inhibition mostly above about 23%, no sharp cut-off; inactive = mostly below about 18%;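 also: 0% = cells with DMSO and 100% = no-cell wells with DMSO; some compounds called inactive have numbers as strong as hits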
Target sequence (P47898 whole entry, looked up): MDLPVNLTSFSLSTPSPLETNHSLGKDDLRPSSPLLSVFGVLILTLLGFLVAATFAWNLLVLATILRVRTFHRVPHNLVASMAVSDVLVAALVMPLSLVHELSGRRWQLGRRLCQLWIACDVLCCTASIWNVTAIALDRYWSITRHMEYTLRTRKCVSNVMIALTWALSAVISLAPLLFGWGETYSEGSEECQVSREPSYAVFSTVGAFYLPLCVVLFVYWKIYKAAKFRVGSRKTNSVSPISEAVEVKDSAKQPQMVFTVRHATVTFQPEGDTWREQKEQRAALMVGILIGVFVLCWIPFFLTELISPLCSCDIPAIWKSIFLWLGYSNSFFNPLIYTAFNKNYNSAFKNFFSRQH
Tat export inh: blocks Tat-dependent protein export in E. coli; E. coli MC4100 TorA-mCherry Tat export, fluorescence; inhibition, % at 10 µM; 340,000 compounds, 0.036% hits;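 active = mean replicate inhibition at least 50% and at least half of replicates individually reaching 50%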;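 also: exported cargo escapes ClpAP degradation while cytoplasmic cargo is degraded and loses fluorescence; 0% = median of neutral control wells and 100% = median of NaSCN control wells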
Mot1-301 SUMO: SUMOylation pathway inhibition by Mot1-301 growth rescue; S. cerevisiae Mot1-301 growth rescue, ATP luminescence, 38.5C; percent above DMSO median, 100 means doubled; growth rescue, % at 18.8 µM; 320,000 compounds, 1% hits;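 active = every valid replicate shows activation above 250% relative to neutral control wells; inactive = the rest, any valid replicate at or below 250%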;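 also: OY570 slx delta 5 strain wells were the positive control but not used for scaling; some compounds called inactive have numbers as strong as hits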
PKA-R2B activ: activates the human PKA-R2B holoenzyme complex | 340,000 compounds, 0.079% hits | AID 504700 | activation, % at 11.4 µM | P22694+P31323 | PKA-R2B holoenzyme dissociation, Cy5-IP20 fluorescence polarization; R2B truncated from residue 108, S112A mutant; 0% DMSO only, 100% 113 µM cGMP;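 active = activation above a cutoff set at the mean over all compounds plus 3 SD, cut at about 18% in these data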;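 also: higher means more holoenzyme dissociation and a rise in polarization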
Target sequence (P31323 whole entry, looked up, other chains not shown, the tested form may be a part): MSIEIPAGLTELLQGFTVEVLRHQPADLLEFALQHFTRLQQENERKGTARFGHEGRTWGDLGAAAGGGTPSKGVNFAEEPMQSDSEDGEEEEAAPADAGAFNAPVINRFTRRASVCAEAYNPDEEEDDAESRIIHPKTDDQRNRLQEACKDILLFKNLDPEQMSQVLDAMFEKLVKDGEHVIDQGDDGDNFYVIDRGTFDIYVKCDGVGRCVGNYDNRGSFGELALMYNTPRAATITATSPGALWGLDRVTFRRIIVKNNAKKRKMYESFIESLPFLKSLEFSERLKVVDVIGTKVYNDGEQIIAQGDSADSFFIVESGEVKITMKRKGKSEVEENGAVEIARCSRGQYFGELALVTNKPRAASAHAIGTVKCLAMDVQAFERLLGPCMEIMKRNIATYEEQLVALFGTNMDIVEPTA
phage Ecoli inh: E. coli growth loss with phage present; inhibition, % at 11.9 µM; 360,000 compounds, 0.26% hits; growth absorbance; in the data active = inhibition above about 11%
PfHsp90 yeast 2: reduces growth (ATP signal) of yeast expressing P. falciparum Hsp90; S. cerevisiae expressing PfHsp90, BacTiter-Glo ATP, 48 h; yeast lacking PDR1 and PDR3 efflux regulators; inhibition, % at 9.4 µM; 310,000 compounds, 0.32% hits;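 active = every replicate shows inhibition above about 80%, whatever the replicate mean, limit read from the data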;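 also: 0% = DMSO neutral controls and 100% = 20 µM radicicol positive controls; yeast relying on Plasmodium falciparum Hsp90 in place of its own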
MOR-DOR ag: agonists of human mu-delta opioid receptor heterodimerization | P35372+P41143 | 340,000 compounds, 0.3% hits | cells, OPRM1-OPRD1 heterodimerization, luminescence | activation, % at 9.3 µM; in the data active = activation above about 18%;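 also: 0% = vehicle-treated cells and 100% = reference agonist; values of inactives mirror those of a sister screen read the other way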
PKA-R1A act: PKA-R1A complex activation. 340,000 compounds, 0.083% hits. PKA-R1A dissociation, Cy5-IP20 fluorescence polarization; scaled: DMSO 0%, 113 µM cGMP 100%. activation, % at 11.4 µM. AID 504707;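 active = percent activation above the mean of all tested compounds plus 3 SD, cut at about 19% in these data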;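 also: higher means more PKAc released from R1A so a rise in polarization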
OPRM1-OPRD1 inv: inverse agonist of human OPRM1-OPRD1 heterodimerization; P35372+P41143; cell-based MOR-DOR heterodimer luminescence, inverse agonism; inhibition, % at 9.3 µM; 340,000 compounds, 0.21% hits; AID 504357; in the data active = inhibition above about 22%, passing the limit was not always enough;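 also: 0% = cells with DMSO and 100% = wells without cells with DMSO; values of inactives mirror those of a sister screen read the other way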
Ecoli viability: bacterial growth inhibition, counter-screen for AddAB inhibitors. E. coli V3065 growth, OD600 absorbance, 18 h. inhibition, % at 11.9 µM. 330,000 compounds, 0.27% hits;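 active = inhibition above the campaign's mean inhibition across all tested compounds plus 3 SD, cut at about 9.9% in these data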;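 also: uninfected addAB+ strain grown without phage in ampicillin broth; 0% = DMSO wells and 100% = ciprofloxacin 0.95 µg/ml wells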
* hit, by the source's call; i = inactive; x = no result given; & = joins results of further samples.

1. CCOC(=O)CC(=O)c1[nH]c(C)c(C(=O)OCC)c1C
2. COc1ccc(C(=O)OCC(=O)NCc2cccs2)c(OC)c1OC
3. CCOc1ccc(NC(=O)C(Cc2ccccc2)N2C(=O)c3cccc4cccc(c34)C2=O)cc1 (stereo unspecified)
4. CCC(=O)N1CCc2cc(S(=O)(=O)Nc3ccc4c(c3)OCCO4)ccc21
5. Cn1cc(C(=O)Nc2ccc3c(c2)CCC3)cn1
6. c1ccc2cc3[nH]c(CN4CCOCC4)nc3cc2c1
Compound,1,2,3,4,5,6
AddAB inh,1.1,1.2,2.4,0.3,5.8,-0.7
HTR5A inv ag,-7.7,-15.8,x,9.5,6.7,-4.2
Tat export inh,-6.0,0.2,-10.8,0.8,-3.9,-5.8
Mot1-301 SUMO,-2.5,69.6,106.0,11.3,-13.1,9.5
PKA-R2B activ,-3.3,0.1,x,-9.2,10.0,3.5
phage Ecoli inh,1.2,1.1,3.5,1.5,1.7,3.8
PfHsp90 yeast 2,1.4,16.7,-22.8,1.9,-4.6,-0.6
MOR-DOR ag,-3.4,-0.8,x,1.0,-0.3,-1.2
PKA-R1A act,-7.5,7.1,x,0.9,-0.1,-1.4
OPRM1-OPRD1 inv,16.0,3.3,x,-5.6,1.7,7.0
Ecoli viability,0.3,1.9,-0.7,-0.3,3.5,0.2

7. C=CCOc1ccccc1CN1CCCC(CCC(=O)N(C)CCc2ccccn2)C1 (stereo unspecified)
8. COc1ccc(C(C)=O)cc1COC(=O)CCCN1C(=O)c2ccccc2C1=O
9. COC(=O)c1ccc(C2Nc3ccc(/C(C)=N/NC(=O)C(OC)c4ccccc4)cc3C3C=CCC32)cc1 (stereo unspecified)
10. COc1ccc([N+](=O)[O-])cc1NC(=O)C(C)Sc1nc(-c2ccccc2)cs1 (stereo unspecified)
11. CC1=Nc2ccc(C)cc2/C1=C/c1c(N)n2oc(C)cc2nc1=O
12. CCc1noc(C)c1C(=O)OCC(=O)c1ccc(OC)c(OC)c1
Compound,7,8,9,10,11,12
AddAB inh,2.6,-0.5,-1.6,1.2,3.1&1.5,-2.9
HTR5A inv ag,6.1,-18.9,2.9,-12.2,-4.7&4.2,-12.4
Tat export inh,-0.2,4.9,1.7,3.1,0.5&0.7,-2.2
Mot1-301 SUMO,681.8*,-9.6,-4.4,20.7,-5.5&0.4,-19.1
PKA-R2B activ,2.6,-15.7,-5.1,-6.7,12.1&0.3,4.2
phage Ecoli inh,2.6,0.9,3.9,0.9,-1.0&5.0,3.2
PfHsp90 yeast 2,-22.4,13.8,-12.7,-3.1,1.0&21.2,-6.4
MOR-DOR ag,-2.3,-1.1,2.3,0.6,0.8&0.2,-3.7
PKA-R1A act,-5.8,-7.5,0.8,-8.8,-3.9&0.6,-8.2
OPRM1-OPRD1 inv,12.1,6.0,-12.6,-4.0,-4.0&-1.0,15.3
Ecoli viability,0.2,-0.3,-1.7,-1.6,2.6&-1.6,-1.8

13. O=C1c2ccccc2C(=O)C12Cc1ccccc1N1CCN(c3ccccc3)CC12 (stereo unspecified)
14. CCNC(=O)c1cc(S(=O)(=O)N(C)C)c(Cl)cc1Cl
15. CCc1nc(Nc2cc(OC)ccc2OC)c2oc3ccccc3c2n1
16. O=C1SCC(c2ccccc2)=NN1Cc1ccccc1
17. Cc1cc(C)c(S(=O)(=O)Nc2ccc3c4c(cccc24)CC3)c(C)c1
18. Cc1cc(C)cc(NC(=O)CCCn2nc(C)c3c(C)n(-c4ccccc4)nc3c2=O)c1
Compound,13,14,15,16,17,18
AddAB inh,x,-1.1,2.9,4.8,-1.0,1.3
HTR5A inv ag,10.1,-16.7,-26.6,4.9,-20.3,9.4
Tat export inh,-5.2,4.0,-5.3,-4.9,15.9,7.2
Mot1-301 SUMO,x,185.8,3.3,7.9,-0.2,25.6
PKA-R2B activ,3.7,-3.0,-10.3,-3.8,-8.3,2.9
phage Ecoli inh,1.1,4.2,-0.7,1.3,1.3,1.7
PfHsp90 yeast 2,3.6,14.6,-5.3,-10.8,-9.0,15.5
MOR-DOR ag,-1.4,-3.6,0.7,2.4,-1.9,-1.4
PKA-R1A act,-5.0,5.2,-10.6,-6.8,-1.3,-1.5
OPRM1-OPRD1 inv,7.5,17.6,-3.5,-12.4,10.6,7.6
Ecoli viability,x,0.4,-1.2,2.3,-0.8,-1.9

19. N#CC(c1ccccc1)c1cnccn1 (stereo unspecified)
20. Clc1ccc(Cc2noc(CN3CCN(c4ccccc4)CC3)n2)c(Cl)c1
21. COc1ccccc1NC(=O)Nc1cnccn1
22. Cn1c(CCc2nc3ccccc3[nH]2)nnc1SCC#N
23. CCN(CC)S(=O)(=O)c1ccc(-c2nnc(SCC(=O)Nc3nnc(C)s3)n2CC)cc1
24. Cc1ccc(OC(C)c2nnc(N)s2)cc1Cl (stereo unspecified)
Compound,19,20,21,22,23,24
AddAB inh,1.1,0.9,3.6,3.4,-4.7,1.7
HTR5A inv ag,1.8,-19.1,0.7,-0.7,12.2,5.2
Tat export inh,-4.9,17.9,-4.2,-6.5,10.4,-3.2
Mot1-301 SUMO,9.8,0.9,16.8,124.1,10.6,-2.5
PKA-R2B activ,-10.0,5.4,5.2,8.5,-4.7,-15.9
phage Ecoli inh,3.7,2.8,4.3,2.8,2.2,1.8
PfHsp90 yeast 2,-7.5,7.6,5.4,-13.1,-22.5,23.2
MOR-DOR ag,-1.2,-4.4,-3.3,-0.1,0.9,-1.0
PKA-R1A act,-1.3,-6.4,8.5,-6.0,-0.8,-9.3
OPRM1-OPRD1 inv,6.7,20.2,16.3,0.8,-5.7,4.6
Ecoli viability,0.7,0.4,-0.8,1.0,-2.8,-0.4

Just OPRM1-OPRD1 inv and MOR-DOR ag, for some of the entries so far:
| item | SMILES | OPRM1-OPRD1 inv | MOR-DOR ag |
| --- | --- | --- | --- |
| 11 | CC1=Nc2ccc(C)cc2/C1=C/c1c(N)n2oc(C)cc2nc1=O | -4.0&-1.0 | 0.8&0.2 |
| 6 | c1ccc2cc3[nH]c(CN4CCOCC4)nc3cc2c1 | 7.0 | -1.2 |

Next part:
25. CCCCCC(=O)NC(NC(=S)Nc1ccc(S(N)(=O)=O)cc1)C(Cl)(Cl)Cl (stereo unspecified)
26. COCCN(C(=O)COC(=O)C1CC1)c1c(N)n(Cc2ccccc2)c(=O)[nH]c1=O
27. O=c1c2ccccc2ncn1-c1ccc(Cl)c(Cl)c1
28. CCOC(=O)c1ccccc1NC(=O)C1=COCCO1
29. O=C(COC(=O)c1ccc(O)cc1)Nc1ncc(Cl)cc1Cl
30. COc1ccccc1NC(=O)CNS(=O)(=O)c1ccccc1
Compound,25,26,27,28,29,30
AddAB inh,0.8,0.6,4.0,0.2,-0.8,1.6
HTR5A inv ag,-0.9,11.4,-1.7,0.0,2.0,-11.5
Tat export inh,-1.4,-7.8,5.8,-32.6,-12.5,-1.0
Mot1-301 SUMO,-5.9,-1.0,3.6,9.4,-5.8,1.1
PKA-R2B activ,-9.3,6.6,1.8,9.7,-0.7,-6.2
phage Ecoli inh,4.8,0.5,1.7,-0.5,2.7,1.0
PfHsp90 yeast 2,-13.4,3.5,4.5,-23.2,9.3,20.7
MOR-DOR ag,-0.1,-0.9,-1.9,-1.3,2.5,-2.0
PKA-R1A act,-15.5,1.9,-7.5,-10.1,5.4,-0.1
OPRM1-OPRD1 inv,0.7,6.2,11.4,8.0,-13.0,10.7
Ecoli viability,0.1,1.4,3.5,-0.9,-0.8,-1.7

31. Cc1ccc(C)c(N(CC(=O)NC(C)(C)C)C(=O)CCC(=O)Nc2nccs2)c1
32. O=C1c2ccccc2C(=O)N1CCCCCCN1C(=O)c2ccccc2C1=O
33. Cc1ccc(C(C)n2cc(C(=O)NCc3cccnc3)nn2)cc1 (stereo unspecified)
34. Cc1cc(C)nc(N(C#N)CC(=O)N2CCC(C(N)=O)CC2)n1
35. COc1ccccc1N1CCN(CC(=O)Nc2ccc(Cl)c(C(F)(F)F)c2)CC1
36. COc1ccc(OC)c(S(=O)(=O)N2CCC(C(=O)NCc3ccccn3)CC2)c1
Compound,31,32,33,34,35,36
AddAB inh,0.9,x,3.7,0.8,1.4,1.5
HTR5A inv ag,-29.7,6.8,-32.0,7.3,4.6,0.5
Tat export inh,-4.8,6.8,-5.7,5.5,5.0,-0.6
Mot1-301 SUMO,-4.6,x,302.8,-25.1,11.3,-13.5
PKA-R2B activ,-1.2,7.2,4.3,0.8,-5.6,3.7
phage Ecoli inh,0.6,0.6,1.6,1.7,x,-0.7
PfHsp90 yeast 2,-5.5,x,11.0,-30.5,-0.9,-16.2
MOR-DOR ag,-2.2,-3.0,1.5,-1.6,-1.2,3.1
PKA-R1A act,-12.1,4.9,-1.0,6.0,-2.6,10.1
OPRM1-OPRD1 inv,11.1,15.8,-8.5,8.5,6.3,-24.6
Ecoli viability,-0.1,x,3.1,-1.8,-0.8,0.2

As a working copy, some entries already given:
35. COc1ccccc1N1CCN(CC(=O)Nc2ccc(Cl)c(C(F)(F)F)c2)CC1
36. COc1ccc(OC)c(S(=O)(=O)N2CCC(C(=O)NCc3ccccn3)CC2)c1
Compound,35,36
AddAB inh,1.4,1.5
HTR5A inv ag,4.6,0.5
Tat export inh,5.0,-0.6
Mot1-301 SUMO,11.3,-13.5
PKA-R2B activ,-5.6,3.7
phage Ecoli inh,x,-0.7
PfHsp90 yeast 2,-0.9,-16.2
MOR-DOR ag,-1.2,3.1
PKA-R1A act,-2.6,10.1
OPRM1-OPRD1 inv,6.3,-24.6
Ecoli viability,-0.8,0.2

More structures.
37. COc1ccc(S(=O)(=O)N2CCOCC2)cc1NC(=O)CSc1nnc2c(n1)[nH]c1ccccc12
38. CCN(C(=O)c1ccnn1C)c1ccccc1
39. CCOc1cc(N(CC)CC)ccc1/C=C(/C#N)c1nc2ccccc2[nH]1
40. CC(NC(=O)CCC(=O)c1cccs1)c1ccccc1 (stereo unspecified)
41. COc1cccc(CN2CC(C(=O)NCc3ccc(C)c(F)c3)CCC2=O)c1 (stereo unspecified)
42. C/C=C/C1=CC(=O)C[C@H](c2ccc(F)cc2)C1
43. Cc1ccc(NC(=O)COC(=O)CNC(=O)c2ccco2)cc1
44. CN1CCc2nc(NC(=O)COc3ccc(C#N)cc3)sc2C1
Compound,37,38,39,40,41,42,43,44
AddAB inh,0.1,-2.1,2.8,0.9,5.1,1.5,0.4,3.3
HTR5A inv ag,8.4,21.3,11.7,-5.2,-3.6,-29.5,0.0,5.8
Tat export inh,7.9,0.5,-0.6,11.3,-1.9,-2.9,1.2,-8.5
Mot1-301 SUMO,-1.6,-1.9,92.0,i,38.9,-10.2,46.6,-5.4
PKA-R2B activ,-2.6,-8.8,3.8,6.2,5.8,13.1,-15.3,2.9
phage Ecoli inh,-2.5,3.2,1.2,2.5,3.4,2.9,-0.7,2.7
PfHsp90 yeast 2,6.9,8.9,-6.2,-15.8,-16.2,x,25.5,-45.5
MOR-DOR ag,0.1,-1.9,-1.9,-3.9,-3.6,-1.9,0.8,-0.7
PKA-R1A act,-17.4,-10.5,7.7,-10.4,-5.2,13.7,-3.6,-6.5
OPRM1-OPRD1 inv,-0.3,11.9,11.7,19.0,18.5,10.3,-3.8,3.1
Ecoli viability,0.8,-1.8,2.1,1.5,-1.7,-1.8,-0.2,-1.1
